PLCg1 inh = inhibitors of human phospholipase C gamma1; inhibition, % at 12.2 µM; purified PLC-gamma1, fluorogenic substrate, fluorescence; AID 720700; P19174; 370,000 compounds, 0.84% hits; in the data active = inhibition above about 9.5%
PLC-beta3 inh = inhibitors of human phospholipase C beta3. Q01970. Purified PLC-beta3, fluorogenic substrate, fluorescence. inhibition, % at 12.2 µM. 370,000 compounds, 0.18% hits. AID 720704; in the data active = inhibition above about 11%;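 also: 0% = median of compound wells on plate and 100% = full blocker control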
Target sequence (Q01970 whole entry, looked up): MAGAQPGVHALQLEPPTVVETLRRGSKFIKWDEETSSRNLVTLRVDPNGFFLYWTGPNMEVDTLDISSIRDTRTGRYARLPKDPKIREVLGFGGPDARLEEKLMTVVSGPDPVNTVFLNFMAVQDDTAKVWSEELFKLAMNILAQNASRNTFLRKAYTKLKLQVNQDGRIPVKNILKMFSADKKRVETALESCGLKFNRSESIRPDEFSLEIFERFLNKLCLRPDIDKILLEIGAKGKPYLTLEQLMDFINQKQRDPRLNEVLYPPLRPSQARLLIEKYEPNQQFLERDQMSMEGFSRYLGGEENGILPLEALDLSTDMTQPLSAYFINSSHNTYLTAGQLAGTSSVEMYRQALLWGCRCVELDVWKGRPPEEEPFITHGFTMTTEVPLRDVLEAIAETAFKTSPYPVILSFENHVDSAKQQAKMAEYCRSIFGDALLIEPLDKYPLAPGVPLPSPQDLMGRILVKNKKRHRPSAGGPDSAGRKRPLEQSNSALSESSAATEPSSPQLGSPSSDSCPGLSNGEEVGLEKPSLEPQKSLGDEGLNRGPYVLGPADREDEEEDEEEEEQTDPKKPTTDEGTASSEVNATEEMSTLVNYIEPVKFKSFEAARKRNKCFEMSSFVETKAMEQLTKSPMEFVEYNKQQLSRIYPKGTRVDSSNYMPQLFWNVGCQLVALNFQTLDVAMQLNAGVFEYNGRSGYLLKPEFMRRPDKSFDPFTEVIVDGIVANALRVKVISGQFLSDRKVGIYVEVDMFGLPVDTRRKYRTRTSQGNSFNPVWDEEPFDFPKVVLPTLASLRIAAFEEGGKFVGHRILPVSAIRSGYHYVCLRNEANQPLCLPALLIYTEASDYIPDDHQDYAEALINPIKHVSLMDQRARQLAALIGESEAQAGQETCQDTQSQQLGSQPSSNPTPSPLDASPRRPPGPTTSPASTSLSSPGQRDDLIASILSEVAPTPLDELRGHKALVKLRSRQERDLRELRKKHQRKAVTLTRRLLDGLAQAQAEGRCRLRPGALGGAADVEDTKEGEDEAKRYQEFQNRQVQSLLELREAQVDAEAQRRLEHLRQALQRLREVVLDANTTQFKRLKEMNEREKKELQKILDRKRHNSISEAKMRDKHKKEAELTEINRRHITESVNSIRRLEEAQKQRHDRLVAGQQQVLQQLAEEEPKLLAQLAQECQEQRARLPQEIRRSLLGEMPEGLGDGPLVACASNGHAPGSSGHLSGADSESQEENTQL
ARFGAP1 inh = inhibitors of rat ARFGAP1. Q62848. Arfgap1-stimulated ARF1 GTP hydrolysis, GDP FP detection. inhibition, % at 16.5 µM. 360,000 compounds, 0.26% hits. AID 651572;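 active = inhibition above a per-plate limit, mean inhibition of low control wells plus 3 SD, cut at about 25% in these data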;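 also: 0% = DMSO wells with enzyme and 100% = wells lacking Arfgap1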
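Assay system: purified rat His6-Arfgap1 residues 1-136 (GAP domain); Reagent: human Δ17 ARF1 bound to GTP; Dosing: 16.5 µM single point, 1.26% DMSO; Times: GTP hydrolysis reaction 2 h at 25 °C; Signal: FP, GDP Alexa 633 tracer displaced from anti-GDP antibody, 620/688 nm; Measure: % inhibition from polarization.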
ASAP1 inh = inhibitors of human ASAP1 ArfGAP activity; ASAP1-stimulated ARF1 GTP hydrolysis, GDP FP detection; AID 624377; Q9ULH1; inhibition, % at 16.5 µM; 360,000 compounds, 0.19% hits; in the data active = inhibition above about 25%;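 also: 0% = vehicle with enzyme and substrate and 100% = no enzyme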
HGIII-sPLA2 inh = Blocks human group III sPLA2 activity; AID 743126; inhibition, % at 12.2 µM; Q9NZ20; QFRET BODIPY PC-A2 liposome hydrolysis, fluorescence; 370,000 compounds, 0.56% hits;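 active = inhibition above mean plus 3 SD of compounds lying within the high and low control bounds, cut at about 19% in these data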;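 also: 0% = median of test compound wells and 100% = no enzyme DMSO wells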
proKLK7 act = activators of human kallikrein-7 zymogen. P49862. purified proKLK7, EDANS-DABCYL substrate fluorescence; 100% is mature enzyme control, 0% vehicle. 370,000 compounds, 0.9% hits. activation, % at 7 µM;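 active = activation above the mean of all tested compounds plus 3 SD, computed per campaign excluding outliers beyond control limits, cut at about 13% in these data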
Tn6 DDE FP = DD(E)-Tn6 binding inhibition, primary FP screen; inhibition, % at 8.3 µM; 370,000 compounds, 0.21% hits; Fibrin DD(E) TRITC-Tn6 fluorescence polarization displacement; P02675;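 active = inhibition above a per-campaign cutoff: mean of compounds within control limits plus 3 SD, cut at about 15% in these data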;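 also: 0% = median of all compound wells on the plate and 100% = blocking peptide control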
DDE Tn7 FP inh = DD(E)-Tn7 binding inhibition, primary FP screen; P02675; FP displacement of FITC-Tn7 peptide from fibrin DD(E); 0% = median of compound wells per plate; inhibition, % at 8.3 µM; 370,000 compounds, 0.13% hits; AID 720508;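 active = inhibition above the mean of compounds falling within the control limits plus 3 SD of them, cut at about 14% in these data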;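 also: 0% = plate median of compound wells and 100% = 10 µM Aha-Tn7 peptide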
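Also added: labelled Tn7 tracer, 0.1 µM; Assay system: human fibrin DD(E) protein; Amount: 2 µM fibrin DD(E); Schedule: 10 min compound pre-incubation, 3 h probe incubation at room temperature; Repeats: one replicate per compound; Read-out basis: percent inhibition; Measured by: fluorescence polarization of the labelled Tn7 tracer.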
UHRF1 binding = blocks human UHRF1 binding to methylated DNA. Q96T88. inhibition, % at 4.4 µM. UHRF1 binding to methylated oligo, TR-FRET. AID 687016. 370,000 compounds, 0.75% hits; in the data active = inhibition above about 21%;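 also: UHRF1 SRA domain binding a hemimethylated CpG hairpin DNA probe; 0% = median of test compound wells and 100% = reference inhibitor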
Rev-erbA mod = modulates human Rev-erb alpha binding to DNA; P20393; Rev-erbα–FITC-DNA binding, fluorescence polarization, 90 min; activity, % at 10 µM; 370,000 compounds, 0.79% hits;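 active = activity above about 14%, limit read from the data; passing the limit was not always enough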;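 also: 0% = DMSO wells with 35 nM protein and 100% = DMSO wells with 750 nM protein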
* marks the source's active call; other numbers are inactive results.

1. COc1cccc(NCc2cc(=O)oc3cc(-c4ccccc4)c(O)cc23)c1
2. O=C(c1ccccc1Cl)N(C(=O)c1ccccc1Cl)c1nccc(-c2cccs2)n1
3. COc1ccc(/C=C2/C(=O)N(c3c(F)c(F)c(F)c(F)c3F)N=C2C)cc1
4. COc1cc(/C=N/Nc2nc3ccccc3s2)ccc1OC(=O)c1ccccc1F
5. Cc1ccc(S(=O)(=O)NC23CC4CC(CC(C4)C2)C3)cc1
6. CC1(C)O[C@@H]2C[C@H]3[C@@H]4C[C@H](F)C5=CC(=O)CC[C@]5(C)[C@H]4[C@@H](O)C[C@]3(C)[C@]2(C(=O)CO)O1
7. COc1ccc(C23NCCN2C(=O)c2ccccc23)cc1 (configuration not stated)
8. Cc1ccc(CS(=O)Cc2ccc(C(=O)NCCCc3ccccc3)o2)cc1 (configuration not stated)
9. CC1(C)C2(C#N)C(N)=NC3(OCCO3)C12C#N (configuration not stated)
10. O=C(COc1cc2oc(=O)c3c(c2cc1Cl)CCC3)Nc1ccc(CN2CCOCC2)cc1
Compound,1,2,3,4,5,6,7,8,9,10
PLCg1 inh,-92,1,-1,-6,4,-1,1,-1,-1,3
PLC-beta3 inh,-113,3,-4,-1,-4,3,3,-1,-1,-6
ARFGAP1 inh,11,-5,-5,25*,-10,-4,-6,6,0,3
ASAP1 inh,-13,9,7,-1,-9,8,-4,0,-1,0
HGIII-sPLA2 inh,-11,-2,-4,6,-8,6,-4,-5,2,0
proKLK7 act,-0.9,-0.1,-0.4,-0.2,0.2,0.1,-0.1,0.2,0.1,-0.7
Tn6 DDE FP,2,2,-5,-1,-2,-5,1,5,6,-3
DDE Tn7 FP inh,-2,-4,-6,7,-1,-3,-4,-2,3,-2
UHRF1 binding,2,2,7,-5,-2,1,-2,0,-1,-2
Rev-erbA mod,1,4,-2,3,-1,-4,0,2,-3,-33

11. O=C(Cc1cccc(NC(=O)C2CCN(C(=O)C3CC3)CC2)c1)Nc1cccc(C(=O)N2CCCCC2)c1
12. Cc1ccc(C)c(N(C(=O)c2csnn2)C(C(=O)NC2CCCCC2)c2ccncc2)c1 (configuration not stated)
13. CCOC(=O)Cn1c2ccc(F)cc2c2nc(C)sc21
14. CCCCn1c(N)c(N(CCOC)C(=O)c2c(-c3ccccc3)noc2C)c(=O)[nH]c1=O
15. CCOC(=O)C1C(=O)CC(C)(O)C(C(=O)OCC)C1c1ccc2c(c1)OCO2 (configuration not stated)
16. CC(C)(C)NC1=NCCNC(c2ccccc2)=C1
17. CCN(CC)CCCNC(=S)N(CCCO)Cc1cc2cc3c(cc2[nH]c1=O)OCO3
18. COc1ccc2c(=O)c(C(=O)NCCc3ccc(OC)c(OC)c3)c[nH]c2c1
19. Cc1c(NS(=O)(=O)c2cc(C(=O)NCCN(C)C)ccc2Cl)c(=O)n(-c2ccccc2)n1C
20. O=C(c1nsnc1-c1ccccc1O)N1CCCCC1
Compound,11,12,13,14,15,16,17,18,19,20
PLCg1 inh,3,3,-2,6,3,4,-26,-31,3,2
PLC-beta3 inh,1,2,-8,-7,3,4,-36,-8,-2,1
ARFGAP1 inh,7,15,1,4,9,-6,14,10,-4,14
ASAP1 inh,6,-6,3,-8,-6,-1,11,-4,5,9
HGIII-sPLA2 inh,8,1,-1,9,-1,-3,-5,-12,0,3
proKLK7 act,0.0,0.7,0.4,0.4,-0.1,-0.5,3.8,0.5,0.0,0.2
Tn6 DDE FP,-4,-4,1,-2,0,2,-1,1,-2,-2
DDE Tn7 FP inh,7,-6,2,2,-3,-6,-4,3,2,-3
UHRF1 binding,2,2,0,1,1,5,2,-1,2,3
Rev-erbA mod,-1,3,-5,-3,-3,-8,-6,0,0,-8

21. O=C(COC(=O)/C=C/c1ccc2c(c1)OCO2)NC1CCS(=O)(=O)C1 (configuration not stated)
22. O=C(NCc1ccccn1)c1cccc(NS(=O)(=O)c2cccc(F)c2)c1
23. Clc1ccc(C2CC(c3cccs3)n3ncnc3N2)cc1Cl (configuration not stated)
24. CCCc1ccc(C(=O)O/N=C(\N)c2ccccn2)cc1
25. CN1CCc2c(sc3c2c(=O)n(-c2ccc(Cl)cc2)c2nncn32)C1
26. CCOC(=O)c1c(C)[nH]c(C(=O)COC(=O)CNC(=O)c2ccccc2Cl)c1C
27. Cc1cc(C(=O)NNC(=O)c2nn(C)c(=O)c3ccccc23)c(C)o1
28. CCOC(=O)C1=C(C)N(CC(C)C)C(=O)/C1=C\c1ccc(OCC(=O)Nc2ccccc2)cc1
29. Cc1nc(CSc2nnc(Nc3cccc(C)c3C)s2)cs1
30. COc1ccccc1NC(=O)Cn1c2ccc(F)cc2c2nc3n(c(=O)c21)CCS3
Compound,21,22,23,24,25,26,27,28,29,30
PLCg1 inh,-92,1,-3,0,-6,1,-1,-7,3,4
PLC-beta3 inh,-143,3,-5,-5,-5,1,-6,-5,2,-7
ARFGAP1 inh,-6,9,-4,10,-9,3,10,17,-1,9
ASAP1 inh,-1,-6,0,-4,4,13,-5,1,3,6
HGIII-sPLA2 inh,0,-4,-8,9,-1,7,3,-3,-1,8
proKLK7 act,4.2,0.2,-0.1,-1.1,-0.4,0.7,0.5,-0.1,-0.2,0.8
Tn6 DDE FP,5,-2,4,-2,3,-1,1,6,-3,-2
DDE Tn7 FP inh,6,0,4,-2,-3,1,0,3,-8,4
UHRF1 binding,-2,0,-1,2,-1,1,-1,-1,-2,2
Rev-erbA mod,1,2,6,-2,0,1,5,1,-5,13

31. COc1ccc(C(=O)NC(=S)NNC(=O)c2ccc3ccccc3n2)cc1
32. Cc1ccc(S(=O)(=O)N(C)c2ccc(OCC(=O)OCc3c(C)noc3C)cc2)cc1
33. CC(C)(C)n1nc(Cc2cccc3ccccc23)c2c(N)ncnc21
34. Cc1cc(C(=O)CSc2nc3ccccc3o2)c(C)n1CC1CCCO1 (configuration not stated)
35. Cc1cc(C)c(S(=O)(=O)NCc2ccccn2)cc1C
36. COc1ccc(N2C(=O)C(Cl)=C(Nc3ccccc3OC)C2=O)cc1
37. CCOc1ccc(N2CC(C(=O)NCCN3C(=O)S/C(=C\c4ccc(OC)cc4)C3=O)CC2=O)cc1 (configuration not stated)
38. COc1ccccc1NC(=O)N1CCCC1C(=O)NCc1ccccc1F (configuration not stated)
39. O=C(Cn1c(S(=O)(=O)Cc2ccccc2)nc2ccccc21)N1CCCCC1
40. CCOc1ccccc1NC(=O)CCNS(=O)(=O)c1ccccc1
Compound,31,32,33,34,35,36,37,38,39,40
PLCg1 inh,-18,3,5,2,0,9.5*,5,4,0,-3
PLC-beta3 inh,-25,4,0,0,-11,13*,-1,2,6,4
ARFGAP1 inh,3,5,2,-5,2,0,-5,2,-6,-9
ASAP1 inh,5,-8,6,-2,-7,2,-3,-1,3,6
HGIII-sPLA2 inh,16,-7,-10,-1,3,-3,0,-5,-6,-6
proKLK7 act,-0.1,-0.8,0.8,-0.5,-0.6,0.9,0.1,-0.6,0.1,-0.1
Tn6 DDE FP,-11,4,2,-1,-7,7,5,2,0,5
DDE Tn7 FP inh,-3,-1,-2,-4,2,-4,-4,4,12,4
UHRF1 binding,-3,8,-3,-2,-5,4,-2,-1,-3,2
Rev-erbA mod,3,-2,4,1,8,-7,3,-4,2,3

Ordered by value in ARFGAP1 inh (high to low): 3 of the compounds above
32. Cc1ccc(S(=O)(=O)N(C)c2ccc(OCC(=O)OCc3c(C)noc3C)cc2)cc1
31. COc1ccc(C(=O)NC(=S)NNC(=O)c2ccc3ccccc3n2)cc1
35. Cc1cc(C)c(S(=O)(=O)NCc2ccccn2)cc1C
Compound,32,31,35
PLCg1 inh,3,-18,0
PLC-beta3 inh,4,-25,-11
ARFGAP1 inh,5,3,2
ASAP1 inh,-8,5,-7
HGIII-sPLA2 inh,-7,16,3
proKLK7 act,-0.8,-0.1,-0.6
Tn6 DDE FP,4,-11,-7
DDE Tn7 FP inh,-1,-3,2
UHRF1 binding,8,-3,-5
Rev-erbA mod,-2,3,8

The listing picks up, starting 3 compounds before the break.
38. COc1ccccc1NC(=O)N1CCCC1C(=O)NCc1ccccc1F (configuration not stated)
39. O=C(Cn1c(S(=O)(=O)Cc2ccccc2)nc2ccccc21)N1CCCCC1
40. CCOc1ccccc1NC(=O)CCNS(=O)(=O)c1ccccc1
41. O=C(NCc1cccc(Cl)c1)c1ccc(CS(=O)Cc2ccc(Cl)cc2)o1 (configuration not stated)
42. O=C1C(=O)N(CCCN2CCOCC2)C(c2ccc(F)cc2)/C1=C(/O)c1ccccc1 (configuration not stated)
43. COCc1[nH]nc2c1C(c1ccc(Br)cc1)N(Cc1ccccc1)C2=O (configuration not stated)
44. COCCNc1ncnc2c1ncn2[C@H]1CN(CCOC)C[C@@H](CO)O1
45. COc1ccc(NC(=O)Nc2nc(C(N)Cc3ccc(C(F)(F)F)cc3)cs2)cc1 (configuration not stated)
46. O=C(C(=O)N1CCN(S(=O)(=O)c2cccc3ccccc23)CC1)c1cccc(C(F)(F)F)c1
47. CCOC(=O)C(CC)n1cnc2c(cnn2-c2ccc(Cl)cc2)c1=O (configuration not stated)
48. Cc1cccc(Nc2nc(N)nc(-c3oc4ccccc4c3C)n2)c1
49. CC1(C(=O)NS(=O)(=O)c2cccc(Cl)c2)CCN1C(=O)Cc1ccc(-c2ccccc2)cc1 (configuration not stated)
50. CN(/N=C/c1ccco1)C1=NS(=O)(=O)c2ccccc21
Compound,38,39,40,41,42,43,44,45,46,47,48,49,50
PLCg1 inh,4,0,-3,-1,1,1,3,3,1,-1,-21,-2,-9
PLC-beta3 inh,2,6,4,-6,-2,1,4,7,3,0,-40,-5,-10
ARFGAP1 inh,2,-6,-9,3,2,0,-4,15,2,1,5,-7,-8
ASAP1 inh,-1,3,6,-1,4,6,4,-10,-2,2,12,-3,9
HGIII-sPLA2 inh,-5,-6,-6,-10,-4,-14,2,16,-12,3,-27,-53,-5
proKLK7 act,-0.6,0.1,-0.1,0.6,-0.2,0.0,-1.9,0.5,0.6,-0.2,-5.0,0.0,-0.5
Tn6 DDE FP,2,0,5,3,-3,-7,-1,-3,1,-2,0,0,-5
DDE Tn7 FP inh,4,12,4,2,1,-4,-2,-6,-7,4,-4,0,-4
UHRF1 binding,-1,-3,2,2,-2,1,-1,-1,3,-1,4,2,-5
Rev-erbA mod,-4,2,3,7,-5,-6,3,-3,-1,0,-1,0,-2
